Bioassay records from PubChem BioAssay.
Vif-A3G inh – qHTS for Inhibitors of Vif-A3G Interactions: qHTS | AID 602310, 2012 | Potency, µM (series often up to 46.1 µM), for inactives: at the top dose activity, negative = active, most hits filed as inhibitors | HeLa A3G-eYFP + Vif (tagged APOBEC3G with the HIV-1 protein that degrades it), YFP fluorescence, overnight | 410,000 tested, 0.076% active | DNA dC->dU-editing enzyme APOBEC-3G (Homo sapiens), Q9HC16;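 also: potency is read from the fitted curve at half-maximal effect; % is scaled to controls: 0 for no effect and ±100 for the full control effect; nearly all actives have a fitted effect of over 60% in size; hits raise eYFP signal because A3G escapes Vif-driven loss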
Target sequence (Q9HC16 whole entry, looked up): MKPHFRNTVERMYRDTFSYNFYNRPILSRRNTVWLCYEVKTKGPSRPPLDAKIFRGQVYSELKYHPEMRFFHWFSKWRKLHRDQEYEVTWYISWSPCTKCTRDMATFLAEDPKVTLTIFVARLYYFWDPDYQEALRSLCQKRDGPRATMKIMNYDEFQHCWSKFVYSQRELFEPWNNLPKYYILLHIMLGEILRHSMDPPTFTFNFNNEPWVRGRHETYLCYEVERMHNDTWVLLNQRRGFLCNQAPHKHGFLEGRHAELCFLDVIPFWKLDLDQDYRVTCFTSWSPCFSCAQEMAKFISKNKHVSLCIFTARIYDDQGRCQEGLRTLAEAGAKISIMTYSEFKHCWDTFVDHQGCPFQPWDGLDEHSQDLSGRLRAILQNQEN
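HeLa cells stably expressing Vif and C-terminally eYFP-tagged A3G, seeded overnight at 37 deg C, then exposed to compound by pintool overnight at 37 deg C. Rise in yellow fluorescence (Ex 488/Em 500-530, Acumen) marks blocked Vif-driven A3G degradation.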
D2 antag – HTS Assay for Allosteric Antagonists of the Human D2 Dopamine Receptor: Primary Screen for Antagonists; HEK293 TREx D2 cells, calcium flux, dopamine EC80; AID 485344, 2010; 340,000 tested, 2% active; inhibition, % at 10 µM; D(2) dopamine receptor (Homo sapiens), P14416; in the data active = inhibition above about 30%; also: 0% is about no effect
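Measurement of antagonist activity uses fluorescent calcium dye in inducible HEK293 T-REx D2 cells: 10 s baseline, compound addition with 180 s read, EC80 dopamine addition with a further 180 s read.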
RGS4 inhibitor – Inhibitors of Regulator of G Protein Signaling (RGS) 4: qHTS | Potency, µM (titrated, usually from 114 µM), for the others: at the top dose activity change, negative = inhibition, actives largely listed as inhibitors | 390,000 tested, 0.039% active | Regulator of G-protein signaling 4 (Homo sapiens), P49798 | Transcreener GDP fluorescence polarization, RGS4-accelerated GTP hydrolysis; also: potency is read from the fitted curve at half-maximal effect; % is scaled to controls: 0 for no effect and ±100 for the full control effect; nearly all actives have a fitted effect of over 75% in size; some results filed as inactive show a strong effect at the top dose
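MLSMR compounds (23 nl, pin-transferred) preincubated 10 min at room temperature with a 500nM (2x) first reagent, then RGS4 at 900nM (2x) plus Transcreener GDP mix added; fluorescence polarization (620/688 nm) read before and after 90 min at 30 °C.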
Glioma ERSR ind – qHTS for Inducers of the Endoplasmic Reticulum Stress Response (ERSR) in Human Glioma: qHTS; U87-MG GRP78 promoter luciferase reporter, 16 h; Potency, µM, without a hit: top-dose activation, hits mostly activators; 420,000 tested, 0.02% active; AID 602332, 2012; also: potency is read from the fitted curve at half-maximal effect; series mostly up to about 76 µM; % of control where 0% means no effect; nearly all actives have a fitted effect of over 35% in size
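Stably transfected U87-MG glioma cells carrying a GRP78-based luciferase sensor; 16 h compound incubation. Luminescence end-point read 10 min after Bright-Glo addition at room temperature.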
LDHA block – qHTS assay for inhibitors of human lactate dehydrogenase. purified LDHA, NADH/diaphorase-resazurin fluorescence; active compounds read low. activity change, % (values are at about 110 or 230 µM). L-lactate dehydrogenase A chain (Homo sapiens), P00338. 480,000 tested, 0.15% active; in the data active = activity change below about -30%; inconclusive = mostly about -25% to -30%;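 also: plate controls were DMSO wells for no effect and wells without enzyme for full effect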
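Remaining NADH was detected by diaphorase (0.133 mg/mL) converting 37 µM resazurin to fluorescent resorufin, read at 0 and 20 minutes. The preceding 5-minute room-temperature reaction used 2 nM LDHA, 0.2 mM sodium pyruvate and 0.06 mM NADH at pH 7.4.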
ERG Ets-DNA blk – qHTS for Small Molecule Inhibitors of the ERG Ets/DNA interaction; fluorescence polarization, His-ERG Ets domain / labelled DNA; Potency, µM (highest dose often 76.9 µM), without a hit: top-dose FP activity, negative = inhibition, actives largely listed as inhibitors; 370,000 tested, 0.028% active; active = well fitted inhibition curve with a large enough effect in the polarisation, with a control signal flat; inconclusive = small, poorly fitted or top-dose-only effect, or effect the other way, or a change in a side signal; inactive = no such curve, though single readings can be large or run the other way; the % refers to the polarisation;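 also: polarization taken with two DNA probes labelled with fluorescein and Texas red; potency is read from the fitted curve at half-maximal effect; % of control where 0% means no effect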
Target sequence (P11308 whole entry, looked up, the tested form may be a part): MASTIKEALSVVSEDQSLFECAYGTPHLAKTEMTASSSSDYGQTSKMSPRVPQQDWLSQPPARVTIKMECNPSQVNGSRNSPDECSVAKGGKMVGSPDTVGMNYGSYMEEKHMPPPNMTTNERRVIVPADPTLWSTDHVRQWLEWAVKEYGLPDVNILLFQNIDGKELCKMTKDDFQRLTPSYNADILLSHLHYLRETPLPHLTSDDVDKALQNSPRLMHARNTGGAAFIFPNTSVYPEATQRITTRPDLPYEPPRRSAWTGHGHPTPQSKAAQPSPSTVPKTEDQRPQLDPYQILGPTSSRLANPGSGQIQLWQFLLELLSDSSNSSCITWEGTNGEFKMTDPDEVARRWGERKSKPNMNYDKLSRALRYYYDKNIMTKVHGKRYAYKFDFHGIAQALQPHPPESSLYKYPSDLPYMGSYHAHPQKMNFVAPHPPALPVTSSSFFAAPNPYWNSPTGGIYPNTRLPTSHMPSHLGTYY
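His-tagged ERG Ets domain (1 uM in the protein solution; 300mM KCl, 50mM Tris-HCl, 1mM EDTA, 1mM DTT, pH 7.5) received compound, then a probe mix of 5 nM fluorescein-DNA and 100nM Texas-615-DNA. Fluorescence polarization was read for both dyes.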
D2 agonist – HTS Assay for Allosteric Agonists of the Human D2 Dopamine Receptor: Primary Screen for Agonists; 340,000 tested, 0.53% active; activation, % at 2 µM; HEK293 T-REx D2 cells, calcium flux agonist mode; D(2) dopamine receptor (Homo sapiens), P14416;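 active = activation over 3 SD above normal in the single-dose calcium agonist read, cut at about 30% in these data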; also: 0% is about no effect
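Tetracycline-induced HEK293 Trex cells with D2 receptor force-coupled to calcium signaling, plated overnight at 30 C and loaded with no-wash calcium dye. Calcium flux read kinetically for 180 s after compound addition; responses flag agonists.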
Vif-APOBEC3F blk – qHTS for Inhibitors of Vif-A3F Interactions: qHTS; HeLa A3F-eYFP + Vif (tagged APOBEC3F with the HIV-1 protein that degrades it), YFP fluorescence increase; Potency, µM (series often up to 46.1 µM), without a hit: top-dose activity, negative = active; 390,000 tested, 0.2% active; also: potency is read from the fitted curve at half-maximal effect; % of control where 0% means no effect; nearly all actives have a fitted effect of over 65% in size
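HeLa cells stably expressing A3F-eYFP plus Vif, plated and incubated overnight at 37 deg C, then exposed to compounds overnight at 37 deg C. Blocked degradation read as raised yellow fluorescence (Ex 488/Em 500-530).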
ALOX12 inh – Primary qHTS assay for inhibitors of human arachidonate 12S-lipoxygenase (ALOX12): Round 2. Polyunsaturated fatty acid lipoxygenase ALOX12 (Homo sapiens), P18054. purified 12hLO, xylenol orange hydroperoxide absorbance. Potency, µM (doses to about 108 µM), inactives show at the highest dose activity change, negative = inhibition, most hits filed as inhibitors. 580,000 tested, 1.1% active. AID 1671190, 2021; also: potency is read from the fitted curve at half-maximal effect; % is scaled to controls: 0 for no effect and ±100 for the full control effect
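Purified human 12hLO (150 nM final) in 25 mM Hepes, 0.01% Triton X-100, pH 7.0 was preincubated 15 min at room temperature with compound. Then 40 uM arachidonic acid was added, 30 min. Hydroperoxide was read by Fe-XO absorbance ratio 573/405 nm.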
* marks the source's active call; other numbers are inactive results; u = inconclusive; x = not tested or not shown; & = joins results of further samples; [ ] = dose if it differs, or a comment. Unless noted, calls follow the shape of the dose curve; as a rule, active = well fitted curve in the direction sought with a large enough effect; inconclusive = small, poorly fitted or top-dose-only effect, or another doubt; inactive = no such curve, though single readings can be large; an effect the other way counts as inactive or inconclusive. Some of the compounds tested. The share of hits here may be higher or lower than overall.

SMILES | Vif-A3G inh | D2 antag | RGS4 inhibitor | Glioma ERSR ind | LDHA block | ERG Ets-DNA blk | D2 agonist | Vif-APOBEC3F blk | ALOX12 inh
COc1cccc(C(=O)c2cn(CC(=O)Nc3cccc(Cl)c3C)c3nc(C)ccc3c2=O)c1 | 2% | x | -12% | -2% | 3 | 3% | 0.4 | 0% | u
Cn1nc(C(=O)N2CCN(c3cccc(Cl)c3)CC2)c2c1-c1ccccc1S(=O)(=O)C2 | 1%&-2% | -11 | -12%[56.9 µM] | -5%&-2% | -1&-3 | -5%&-6% | 0.2&-0.5 | 7%&-2% | 31%&0%
COCCn1c(SCC(=O)NCCc2ccccc2)nc2c([nH]c3ccccc32)c1=O | -4% | -13 | 3% | -2% | -6 | 16% | -0.4 | 1% | x
Cc1ccc(COc2coc(CN3CCN(C(=O)c4ccco4)CC3)cc2=O)cc1 | 1% | -5 | 7% | -5% | -5 | -3% | 24 | 1% | -17%
COc1ccc(OCCN2C(=O)c3ccccc3C2=O)c([N+](=O)[O-])c1 | 1% | x | -7% | 3% | -5 | -2% | x | 1% | -22%
Cc1ccc(C(=O)CSc2nc(C)cc(C)c2C(=O)Nc2cccc(C)c2)cc1 | 4% | x | 1% | -4% | -1 | 3% | x | 4% | 4%
CNc1nc(-c2ccc3c(c2)CCN3C(=O)c2ccccc2C)cs1 | -7% | 10 | -39% | 7% | 1 | 7% | x | -9% | u
O=C(CSc1ncccc1-c1nc2ccccc2[nH]1)NCc1ccco1 | 1% | 30 | -32% | -1% | 4 | 4% | 0.5 | -4% | 14µM*
O=C(O)Cc1sc(-c2ccccc2)nc1-c1cccs1 | 1% | 4 | -40% | 3% | 0 | 9% | 0.8 | 19% | 0%
CC(C)CN(Cc1cc(=O)oc2cc3c(cc12)CCCC3)CC(C)C | 1% | 12 | 11% | -4% | -7 | -3% | 2.1 | -11% | 67%[activator]
Cc1cccc(N2CC(c3nc4ccccc4n3CCC3CCCCC3)CC2=O)c1 (stereo not drawn) | 5% | x | 4% | -1% | -3 | -7% | x | -14% | -25%
Cc1ccccc1OCc1ccc(-c2nc(C#N)c(N3CCN(C)CC3)o2)o1 | -9% | x | 10% | -5% | 8 | -2% | -1.8 | -3% | -18%
COc1cc(C(=O)NC2CC(C)CC(C)(C)C2)cc(OC)c1OC (stereo not drawn) | -8% | x | x | -3% | 1 | x | x | 1% | 20%
CCOc1ccc(C(NC(=O)c2cc(OC)c(OC)c(OC)c2)c2cc(Cl)c3cccnc3c2O)cc1 (stereo not drawn) | 1% | x | 20% | -3% | -1 | 5% | 0.1 | 1% | u
Cc1cc(C)c2[nH]c(=O)c(CN(Cc3ccco3)C(=S)NCC3CCCO3)cc2c1 (stereo not drawn) | -4% | 6 | -29% | -2% | -3 | -9% | -0.5 | -13% | -25%
CCn1ccnc1CNC(=O)c1ccc(OC2CCN(C(=O)COC)CC2)cc1 | 0% | -2 | 26% | 1% | -3 | -7% | 0.4 | -16% | 8%
Cc1cc(C)c(NC(=O)CCCN2CCOCC2)c(C)c1 | 2% | 10 | 4% | -1% | -11 | 0% | -0.2 | -3% | 16%
O=C(Nc1ccccc1-c1nnc(SCc2ccccc2Cl)o1)c1ccccc1 | -3% | -2 | -19% | -4% | 1 | -1% | 1.3 | -1% | -8%
Clc1ccc(C2CC(c3cccs3)n3ncnc3N2)c(Cl)c1 (stereo not drawn) | 0% | -3 | -4% | -2% | -5 | -3% | 0.5 | -1% | 311%[activator]
COC(=O)c1ccccc1NC(=O)Cc1nc(-c2ccccc2)sc1-c1ccc(C)cc1 | -8% | 4 | -9% | 4% | 3 | -1% | 1.1 | 5% | u
CC(C)CNc1ncnc2c1ncn2[C@H]1CN(C2CCCC2)C[C@@H](CO)O1 | -1% | x | x | 0% | -5 | x | x | x | 16%
CCOC(=O)C1(CCOC)CCN(C2C3CC4CC(C3)CC2C4)CC1 (stereo not drawn) | -4% | -6 | -7% | -2% | -8 | 1% | 0.0 | -6% | -10%
ON=Cc1ccnc2ccccc12 | -3% | x | x | -3% | -6 | x | x | -1% | 3%
O=C(CSC1=NS(=O)(=O)c2cc(Cl)ccc2N1)NCc1ccc(F)cc1 | 2% | -5 | -7% | -1% | -5 | -6% | -1.0 | -1% | u
CCc1nc(SCC(=O)NCc2ccc(F)cc2)c2c(=O)n(C)c(=O)n(C)c2n1 | 2% | -7 | 0% | -5% | -7 | -12% | -1.1 | -2% | 2%
Cc1ccc(S(=O)(=O)N2CCN(C(=O)COC(=O)CNC(=O)c3ccc(Cl)cc3Cl)CC2)cc1 | -4% | 17 | 2% | 2% | -4 | 5% | 1.7 | -5% | -11%
COc1ccccc1NC(=O)CSc1ccc(-c2sc(C)nc2C)nn1 | 0% | x | -6% | -2% | -3 | 3% | 0.2 | -3% | 0%
Cc1nc(NC(=O)COC(=O)c2ccc(S(=O)(=O)N3CCc4ccccc4C3)cc2)c(Cl)cc1Cl | 3% | -2 | -27% | -6% | -3 | 13% | -0.2 | -3% | -14%
COCCN(C(=O)CCc1ccccc1OC)c1nnc(-c2cccnc2)s1 | 0% | -4 | -26% | -5% | -1 | 1% | -1.3 | 0% | -20%
CCn1c(=O)c2cc(C(=O)N(C)c3cc(C)ccc3OC)sc2c2ccccc21 | -9% | -11 | 28% | -4% | 1&-2 | 2% | -0.6 | 17% | -26%&-4%
CCCc1nn2c(=O)cc(COc3ccc(/C=C(\C#N)C(=O)Nc4ccccc4)cc3)nc2s1 | 0% | x | 19% | -1% | 0 | 2% | -0.9 | 1% | -20%
Cc1ccc(-c2nn3c(C)nnc3s2)cc1NC(=O)c1ccc(OC(C)C)cc1 | -17% | 4 | 23% | 1% | -10 | 0% | -0.9 | 2% | 372%[activator]
CC(=O)c1ccc(OC(C)C)c(Cc2c(O)nc(N)[nH]c2=O)c1 | -1% | 13 | 10% | -1% | -4 | 1% | 0.3 | 4% | -5%
CC(=O)c1cccc(NC(=O)CNC(=O)c2sc3ccccc3c2Cl)c1 | u | -12 | -29% | 0% | -6 | -22% | 0.4 | u | u
COc1ccc([C@H]2C[C@H](O)[C@@H](n3cc(C4CC4)nn3)CN2C(=O)c2cccs2)cc1 | 0% | x | x | -5% | -1 | x | x | -4% | 10%
O=C(NCCc1ccccn1)/C(=C/c1ccco1)NC(=O)c1ccccc1 | -3% | -3 | -26% | 1% | 2 | 16% | -0.1 | -3% | -5%
CC(=O)c1ccccc1NC(=O)COC(=O)C1CCCN1S(=O)(=O)c1ccccc1F (stereo not drawn) | 8% | -20 | -7% | -2% | -4 | -8% | -0.4 | -2% | 3%
COCCCn1cc(C(=O)c2cc(Br)ccc2O)cc(C#N)c1=O | -27% | -6 | -12% | -4% | 4 | 0% | -0.3 | 1% | -18%
CCOC(=O)/C(=C/c1c[nH]c2ccccc12)NC(C)=O | 1% | x | -1% | -4% | -1 | -1% | x | 1% | -54%
CC(C)C(NC(=O)c1c(F)cccc1F)C(=O)NCC(c1ccccc1)N(C)C (stereo not drawn) | 4% | 12 | 4% | -5% | -8 | 1% | 0.7 | 3% | -3%
COc1ccc(N2C(=O)c3ccccc3NC2c2ccc(OC)c(COc3ccccc3F)c2)cc1 (stereo not drawn) | 0% | x | -9% | -4% | -7 | x | x | x | x
CCOc1ccccc1N(CC(=O)Nc1ccccc1Br)S(=O)(=O)c1ccccc1 | -5% | x | x | -4% | 0 | x | x | -4% | -12%
CCOc1ccc2[nH]c(SCC(=O)OC)c([N+](=O)[O-])c2c1 | -2% | 2 | -46% | -1% | 6 | -5% | 0.5 | -10% | 2%
O=C(Nc1ncccn1)c1cccc(F)c1 | 1% | -7 | 29% | -2% | -2 | 10% | 1.4 | 0% | u
Cc1ccc(N/C(N)=N/c2nc(CSc3ccc(C)cc3)cc(=O)[nH]2)cc1 | -4% | 8 | 9% | -2% | -5 | -2% | -0.9 | -9% | 29%
COc1ccc(NC(C)=O)c2nc(C)c(C)nc12 | 0% | 1 | -32% | 1% | 7 | -2% | 0.6 | -1% | -5%
